Compound activity as filed in PubChem BioAssay.
K1F lysis inhibition: inhibition of K1F phage lysis, E. coli UTI89, bacterial capsule biogenesis inhibitors, alamar blue (AID 488966) | E. coli UTI89 K1F phage lysis, alamar blue, 2 h; higher % means a stronger effect | one-dose inhibition, % at 100 µM; IC50 in µM for titrated hits | 340,000 compounds, 0.02% hits;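 active = phage lysis inhibition, versus mean bacterial control, above a set limit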;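 note: capsule biogenesis inhibitors block K1F phage lysis so surviving cells raise fluorescence; higher fluorescence means more inhibition of phage lysis; actives were called in the ten point dose series up to 300 µM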
GPR35 antagonists: GPR35 antagonists blocking zaprinast-driven arrestin recruitment, primary screen, imaging, U2OS, beta-arrestin-GFP, zaprinast agonist (AID 2058) | G-protein coupled receptor 35 (Homo sapiens) | U2OS GPR35 beta-arrestin-GFP translocation imaging, zaprinast antagonism; higher % means a stronger effect | inhibition, % at 10 µM; hits with a dose series show IC50 in µM | 290,000 compounds, 0.052% hits;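 active = inhibition of at least 50% with at least 30 cells and total cytoplasm GFP at most 10,000,000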
GPR55 LPI antagonism: GPR55 antagonists blocking LPI-driven arrestin recruitment, primary screen, imaging, U2OS, beta-arrestin-GFP, LPI agonist (AID 2013); G-protein coupled receptor 55 (Homo sapiens); 290,000 compounds, 0.13% hits; one-dose inhibition, % at 10 µM; IC50 in µM for titrated hits; U2OS GPR55 beta-arrestin-GFP translocation imaging, LPI antagonism; higher % means a stronger effect;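 active = spots per cell inhibited over 60%, with over 100 cells counted and total cytoplasm intensity under 500,000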;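 note: U2OS cells stably carrying GPR55 and arrestin-GFP stimulated by 5 µM LPI near EC80; imaged beta-arrestin-GFP aggregate spots per cell after agonist stimulation; plate controls were LPI-stimulated DMSO wells for no effect and DMSO wells without LPI for full effect; some results filed as inactive read as strong as hits; confirmed hits need IC50 under 10 µM and bright autofluorescent wells are also inconclusive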
KOR beta-arrestin-1: KOR antagonists, beta-arrestin recruitment, cell-based, luminescence, uHTS (AID 1778); one-dose inhibition, % at 10 µM; IC50 in µM for titrated hits; 290,000 compounds, 0.091% hits; KOR beta-arrestin recruitment, luminescence, antagonist mode; higher % means a stronger effect; Kappa-type opioid receptor (Homo sapiens); in the data active = inhibition above about 50%; note: strong numbers were not always called active
KOR beta-arrestin-2: KOR agonists, beta-arrestin recruitment, primary screen, cell-based, luminescence, uHTS (AID 1777); one-dose activation, % at 10 µM; EC50 in µM for titrated hits; 280,000 compounds, 0.02% hits; KOR beta-arrestin recruitment, luminescence; higher % means a stronger effect; in the data active = activation above about 50%, passing the limit was not always enough; note: a part of the inactive calls stands beside numbers as strong as those of hits
Rac1 GTP hydrolysis: MgcRacGAP GTPase-activating activity inhibitors, confirmation, biochemical, ADP Hunter fluorescence | Rac GTPase-activating protein 1 (Homo sapiens) | 340,000 compounds, 0.6% hits | inhibition, % at 30 µM; hits with a dose series show IC50 in µM | MgcRacGAP-stimulated Rac1 GTP hydrolysis, ADP Hunter fluorescence; higher % means a stronger effect; GST-tagged Rac1 F28L mutant substrate | AID 624330, 2012;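 active = first-screen hits whose inhibition reached a set limit at any dose in the follow-up dose series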;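 note: fluorescence reports GDP produced by GAP-driven GTP hydrolysis; strong numbers were not always called active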
NTR1 ag: agonists of NTR1, primary screen, imaging, U2OS cells, beta-arrestin-GFP, high content (AID 493036) | activation, % at 20 µM | Neurotensin receptor type 1 (Homo sapiens), P30989 | 330,000 compounds, 0.17% hits | NTR1-U2OS beta-arrestin-GFP spot imaging, agonist mode;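 active = activation at or above 40% of the spot to cytoplasm intensity ratio, with at least 20 cells analyzed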;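 note: 0% = DMSO without peptide and 100% = 100 nM NTR1 peptide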
Target sequence (P30989 whole entry, looked up): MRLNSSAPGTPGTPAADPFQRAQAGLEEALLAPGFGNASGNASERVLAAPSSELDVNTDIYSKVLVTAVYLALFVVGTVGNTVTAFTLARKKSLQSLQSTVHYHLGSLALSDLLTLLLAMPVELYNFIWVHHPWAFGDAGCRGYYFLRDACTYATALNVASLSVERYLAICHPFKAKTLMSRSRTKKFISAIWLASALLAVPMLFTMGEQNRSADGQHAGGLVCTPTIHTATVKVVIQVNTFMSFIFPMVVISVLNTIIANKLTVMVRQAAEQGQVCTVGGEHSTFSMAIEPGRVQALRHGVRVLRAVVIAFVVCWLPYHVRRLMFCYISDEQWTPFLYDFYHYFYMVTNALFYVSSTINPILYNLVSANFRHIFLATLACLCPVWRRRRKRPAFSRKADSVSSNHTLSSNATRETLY
NOD1 NF-kB reporter: NOD1 signaling inhibitors, primary screen, cell-based, luminescence, uHTS (AID 1578). NOD1-driven NF-kB luciferase reporter cells, luminescence; higher % means a stronger effect. inhibition, % at 4 µM; hits with a dose series show EC50 in µM. 290,000 compounds, 1% hits; in the data active = inhibition mostly above about 36%, no sharp cut-off; inactive = mostly below about 34%;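 note: HEK-293T reporter cells stimulated with the NOD1 agonist gamma-tri-DAP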
GPR55 activation: GPR55 agonists via beta-arrestin recruitment, primary screen, imaging, U2OS cells, beta-arrestin-GFP redistribution (AID 1961). 290,000 compounds, 0.048% hits. G-protein coupled receptor 55 (Homo sapiens). activation, % at 10 µM, or EC50 in µM where a hit was titrated. U2OS GPR55 beta-arrestin-GFP redistribution imaging; higher % means a stronger effect;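 active = activation above 40% with more than 50 cells counted in the well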;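 note: U2OS osteosarcoma cells stably expressing GPR55 and beta-arrestin-GFP; plate controls were DMSO negative control for no effect and LPI positive control for full effect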
NTR1 ag cell count 20 µM: further read-out of NTR1 ag, marked with its call; cell count; measured here: cell count, cytotoxicity flag
Starred values were filed as active, the others as inactive; . = no result given; [ ] = dose if it differs, or a comment.

mol,Rac1 GTP hydrolysis,K1F lysis inhibition,KOR beta-arrestin-2,KOR beta-arrestin-1,GPR55 LPI antagonism,GPR55 activation,NOD1 NF-kB reporter,GPR35 antagonists,NTR1 ag cell count 20 µM,NTR1 ag
CC(=O)NC(CCS(C)(=O)=O)C(=O)Nc1c(F)cccc1F (stereo not given),4%,0.7%,3.5%,-38%,6%,0.0%,0%,0%,45,0.2
Cc1cccc(N/C(N)=N/c2nc(C(F)(F)F)cc(C(F)(F)F)n2)c1,5%,0.3%,-4.1%,2%[20 µM],2%,0.2%,-19%,6%,87,-0.3
CCOC(=O)c1sc(NC(=O)c2cccc(S(=O)(=O)N3c4ccccc4CC3C)c2)cc1C (stereo not given),8%,3.1%,9.1%,4%,9%,-0.3%,7%,-3%,51,3.0
COc1cc(/C=N/NC(=O)c2ccncc2)ccc1OCC(=O)Nc1ccccc1,-3%,0.1%,7.8%,-42%,-2%,-0.2%,-24%,-4%,47,1.9
O=C(CNC(=O)c1ccc(Cl)cc1Cl)NCC1CCCO1 (stereo not given),7%,0.2%,0.0%,-48%,10%,-0.1%,-33%,7%,63,-0.5
S=C(NCc1ccccc1)N1CCN(C2CCCCC2)CC1,14%,-0.1%,-0.2%,18%,1%,-0.1%,-8%,14%,54,0.8
CCCn1c(C)cc(C(=O)Cn2nnc3ccccc3c2=O)c1C,2%,5.4%,-2.9%,16%,11%,0.1%,-66%,-10%,60,0.5
Cc1cccc(NC(=O)C2CCCN2C(=O)NC2CCCCC2)c1 (stereo not given),-10%,-1.0%,4.0%,3%,5%,0.1%,22%,-2%,52,-0.1
CCCn1c(NCc2cc(C)ccc2O)nc2ccccc21,9%,0.1%,0.3%,-1%,3%,-0.1%,-7%,-9%,91,-1.6
CCC1CN(C(=O)N2CCC(C(=O)NCc3ccc(C)o3)CC2)c2cc(C)ccc2O1 (stereo not given),3%,-0.1%,-4.7%,-4%,-6%,-0.2%,-22%,26%,78,-0.5
CC1(/[N+]([O-])=C/c2ccc(F)cc2)CCCCC1=O (stereo not given),-3%,0.7%,-1.8%,22%,-4%,-0.1%,-8%,-1%,67,-0.7
CN(C(=O)CSc1nnc(NC2CCCCC2)s1)C1CCS(=O)(=O)C1 (stereo not given),6%,2.9%,-3.2%,19%,2%,-0.1%,-2%,-5%,52,3.1

Shown with values under each structure: 3 of the compounds above.
Screens in order – Rac1 GTP hydrolysis | K1F lysis inhibition | KOR beta-arrestin-2 | KOR beta-arrestin-1 | GPR55 LPI antagonism | GPR55 activation | NOD1 NF-kB reporter | GPR35 antagonists | NTR1 ag cell count 20 µM | NTR1 ag
> CCC1CN(C(=O)N2CCC(C(=O)NCc3ccc(C)o3)CC2)c2cc(C)ccc2O1 (stereo not given)
→ 3% | -0.1% | -4.7% | -4% | -6% | -0.2% | -22% | 26% | 78 | -0.5
> CC1(/[N+]([O-])=C/c2ccc(F)cc2)CCCCC1=O (stereo not given)
→ -3% | 0.7% | -1.8% | 22% | -4% | -0.1% | -8% | -1% | 67 | -0.7
> CN(C(=O)CSc1nnc(NC2CCCCC2)s1)C1CCS(=O)(=O)C1 (stereo not given)
→ 6% | 2.9% | -3.2% | 19% | 2% | -0.1% | -2% | -5% | 52 | 3.1

Back to the main list, repeating the three entries before the break.
mol,Rac1 GTP hydrolysis,K1F lysis inhibition,KOR beta-arrestin-2,KOR beta-arrestin-1,GPR55 LPI antagonism,GPR55 activation,NOD1 NF-kB reporter,GPR35 antagonists,NTR1 ag cell count 20 µM,NTR1 ag
CCC1CN(C(=O)N2CCC(C(=O)NCc3ccc(C)o3)CC2)c2cc(C)ccc2O1 (stereo not given),3%,-0.1%,-4.7%,-4%,-6%,-0.2%,-22%,26%,78,-0.5
CC1(/[N+]([O-])=C/c2ccc(F)cc2)CCCCC1=O (stereo not given),-3%,0.7%,-1.8%,22%,-4%,-0.1%,-8%,-1%,67,-0.7
CN(C(=O)CSc1nnc(NC2CCCCC2)s1)C1CCS(=O)(=O)C1 (stereo not given),6%,2.9%,-3.2%,19%,2%,-0.1%,-2%,-5%,52,3.1
CC(=O)c1ccc(OCC(=O)Nc2ccc3c(c2)CCC3)cc1,-6%,-0.3%,-2.1%,7%,6%,0.1%,-11%,-21%,23,0.5
COc1ccc(OC)c(C2CC(=O)c3c([nH]c(C(=O)OC(C)C)c3C)C2)c1 (stereo not given),-1%,-3.3%,5.7%,-166%,-7%,-0.1%,8%,-1%,51,1.5
O=C(COC(=O)c1cccs1)Nc1ccccc1,5%,-0.1%,8.4%,-1%,5%,-0.2%,0%,0%,47,0.4
Cc1cc(C)nc(N(C#N)Cc2ccccc2)n1,-2%,0.6%,0.7%,-36%,-18%,-0.1%,-18%,4%,60,2.4
COc1ccc(/C=N/NC(=O)c2nc(-c3ccccc3)cc(-c3ccccc3)n2)cc1OC,11%,0.4%,-0.5%,-42%,6%,0.0%,-36%,4%,42,4.6
COc1ccc(C(CNC(=O)c2ccc(C)c(S(=O)(=O)N3CCCCC3)c2)N(C)C)cc1OC (stereo not given),15%,1.1%[50 µM],-0.4%,-20%,6%,0.3%,-18%,2%,60,1.7
CC(C)OCCCNC(=O)CN1C(=O)/C(=C/c2ccccc2F)Oc2ccccc21,7%,0.0%,-0.9%,-10%,-3%,-0.1%,-8%,0%,104,6.6
O=C(Nc1ccccc1)C1CC(=O)n2c(nc3ccccc32)N1 (stereo not given),9%,1.4%[50 µM],-0.9%,19%,2%,-0.1%,10%,0%,53,0.4
C=CCn1cc(C(=O)OCC)c(=O)c2cc(F)c(F)cc21,.,.,1.1%,27%,-3%,-0.1%,2%,6%,46,2.4
Cc1ccc(S(=O)(=O)N(Cc2ccccc2)c2ccccc2C(=O)N2CCCCC2)cc1,6%,2.0%,1.3%,-4%,-6%,.,-9%,16%,30,1.3
Oc1ccc(Br)cc1/C=N/n1c(C2CCCCC2)n[nH]c1=S,8%,-0.6%[50 µM],-1.5%,-13%,-4%,-0.1%,-16%,11%,48,5.8
COC(=O)N/N=C/c1cn(CCCOc2ccccc2)c2ccccc12,4%,0.1%,3.1%,.,7%,0.2%,26%,-4%,50,1.2
Cc1ccsc1/C=C(\C(=O)c1ccc(OC(C)C)cc1)c1nc2ccccc2o1,0%,-0.3%,0.7%,13%,18%,-0.2%,-5%,12%,61,-0.2
CN(C)c1ccc(/C=C/C(=O)c2ccc3c(c2)OCCO3)cc1[N+](=O)[O-],11%,0.0%,5.7%,19%,14%,3.0%,2%,-10%,79,6.6
COc1ccc(-c2oc3ccccc3c2C(=O)OCc2ccccc2)cc1,5%,2.6%,-2.3%,29%[20 µM],-5%,0.4%,-22%,10%,52,2.4
COc1ccc(C2=NN(C(=O)CCC(=O)O)C(c3ccc(Br)cc3)C2)cc1 (stereo not given),13%,0.1%,4.7%,-27%,4%,-0.1%,-31%,0%,51,0.3
CCOC(=O)c1c(C)[nH]c(C(=O)COC(=O)c2ccncc2)c1C,4%,0.4%,1.7%,-5%,23%,-0.2%,-11%,10%,43,-1.2
Cc1cc(C2=NNC(=NC3CC3)SC2)c(C)n1-c1c(C)n(C)n(-c2ccccc2)c1=O,12%,1.7%,-0.9%,5%,18%,-0.1%,-13%,-8%,97,-1.5
CCn1c(CNc2nc(-c3ccccc3)cs2)nnc1SCC(=O)NCc1ccco1,11%,0.0%,-0.8%,-24%,0%,-0.2%,8%,4%,.,.
Cc1ccc(C(=O)Nc2ccccc2)cc1S(=O)(=O)Nc1ccc(Cl)cn1,4%,-0.2%,1.4%,-21%,-1%,0.3%,-30%,-4%,100,1.0
O=C(CN1CCN(c2ccc(F)cc2)CC1)Nc1cc(C(F)(F)F)ccc1Cl,-13%,-0.5%,-3.6%,7%,11%,0.1%,-12%,0%,56,5.6
CN(Cc1nccn1C)C(=O)C1CCC(=O)N(Cc2cccc(C(F)(F)F)c2)C1 (stereo not given),9%,0.2%,3.5%,9%,25%,-0.1%,0%,-15%,66,0.5
COc1ccc(C(=O)NNC(=O)Nc2ccc(Cl)cc2)cc1,6%,-1.7%,-2.2%,-25%,3%,-0.9%,92%*,4%,90,-0.2
CCOC(=O)c1ccc(NC(=O)NS(=O)(=O)c2ccc(C)cc2)cc1,7%,2.2%,10%,-10%,2%,0.5%,-41%,-18%,61,0.4
COc1cc(/C=N/N=C2/NC(=O)C(c3ccccc3)S2)ccc1O (stereo not given),44µM*,0.4%[50 µM],-1.0%,4%,-5%,-0.3%,-13%,2%,68,1.6
CC1CCCCN1C(=O)Cn1c(=O)oc2cc(S(=O)(=O)N3CCCCC3)ccc21 (stereo not given),8%,0.2%,0.0%,-22%,13%,0.1%,-3%,30%,74,-0.3
O/N=C1\CCCCc2ccccc21,14%,0.2%,7.2%,-6%,-12%,0.0%,-27%,21%,47,-0.5
Cc1ccc(Cl)cc1N1CCN(S(=O)(=O)c2c(C)[nH]c(=O)[nH]c2=O)CC1,3%,0.9%,-0.4%,15%,21%,-0.1%,12%,22%,82,2.5
Cc1ccc(C(C)C)c(OCC(=O)N/N=C/C2CCCCC2)c1,-9%,0.4%,-3.4%,-13%,-9%,-0.5%,-11%,1%,54,4.3
O=C(Cn1cc([N+](=O)[O-])cn1)NCc1ccc(-n2cccn2)cc1,6%,-0.8%,-1.0%,9%,4%,-0.2%,-33%,1%,58,1.3
CC(C)(C)OC(=O)NC(Cc1ccccc1)C(=O)NC(CSC1CCCCO1)C(=O)NN (stereo not given),7%,0.3%,-4.9%,-17%,-4%,-0.2%,-27%,-15%,57,1.2

This is a subset; the hit share may differ from the screen's.
